# HP1b chromo inh = blocks HP1-beta chromodomain binding to methylated histone tails | P83916 | AlphaScreen HP1-beta / biotin-H3K9me3 peptide binding | Potency, µM (titrated, usually from 114 µM), without a hit: top-dose activity change, negative = inhibition, actives largely listed as inhibitors | 0.56% of 390,000 active | AID 540317; note: potency is the fitted concentration of half-maximal effect; nearly all actives have a fitted effect of over 70% in size; inactives centre near 23
#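 AlphaScreen: HP1-beta (50 nM) preformed 30 min with biotin-H3(1-18)K9me3 peptide (50 nM) in PBS pH 7.4, 0.01% Tween-20. Compound added for 30 min at RT, then streptavidin donor/nickel chelate acceptor beads (10 ug/mL) for 30 min.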
# BAZ2B inh = inhibitors of human BAZ2B bromodomain. AID 504333. Q9UIF8. AlphaScreen BAZ2B-H3K14Ac peptide displacement. 4.4% of 360,000 active. Potency, µM (highest dose often 114 µM), without a hit: at the highest dose activity change, negative = inhibition, actives largely listed as inhibitors; note: potency is the fitted concentration of half-maximal effect; % is set by controls: 0 for no effect and ±100 for the full control effect; nearly all actives have a fitted effect of over 60% in size
#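 In this displacement format the biotinylated H3(5-23) peptide acetylated at Lys14 serves as ligand at 50 nM, with BAZ2B at 50 nM in PBS pH 7.4 containing 0.01% Tween-20. Donor and acceptor beads are 10 ug/mL final.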
# GLS inhibitor = blocks human kidney-isoform glutaminase activity; O94925; GLS enzymatic activity, qHTS titration; Potency, µM (series often up to 45.5 µM), without a hit: at the top dose activity change, negative = inhibition, hits mostly inhibitors; 0.21% of 410,000 active; note: potency is the fitted concentration of half-maximal effect; % is set by controls: 0 for no effect and ±100 for the full control effect
# Target sequence (O94925 whole entry, looked up, canonical isoform): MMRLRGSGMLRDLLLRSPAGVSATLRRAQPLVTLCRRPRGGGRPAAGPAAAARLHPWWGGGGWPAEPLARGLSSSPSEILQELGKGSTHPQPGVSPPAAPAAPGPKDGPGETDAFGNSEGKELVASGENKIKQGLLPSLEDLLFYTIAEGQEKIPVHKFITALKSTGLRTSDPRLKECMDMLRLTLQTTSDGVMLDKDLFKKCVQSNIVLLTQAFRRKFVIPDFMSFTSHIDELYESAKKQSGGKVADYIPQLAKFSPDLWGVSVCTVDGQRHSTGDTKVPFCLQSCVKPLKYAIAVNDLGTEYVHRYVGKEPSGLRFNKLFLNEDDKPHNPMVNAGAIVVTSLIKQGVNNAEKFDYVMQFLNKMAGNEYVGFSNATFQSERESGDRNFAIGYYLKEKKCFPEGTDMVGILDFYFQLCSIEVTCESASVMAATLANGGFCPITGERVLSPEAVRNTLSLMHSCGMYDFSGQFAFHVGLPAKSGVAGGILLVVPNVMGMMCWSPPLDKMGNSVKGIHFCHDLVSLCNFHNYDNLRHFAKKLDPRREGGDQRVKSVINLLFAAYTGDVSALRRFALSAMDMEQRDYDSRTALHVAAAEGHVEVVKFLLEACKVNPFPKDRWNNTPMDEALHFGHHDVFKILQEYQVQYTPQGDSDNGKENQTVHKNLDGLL
#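 Two-point fluorescence kinetic (t0, 30 min RT) for hKGA; glutamate detected via glutamate oxidase–HRP–Amplex Red. Substrate: 1 mM L-glutamine solution; buffer 45 mM KH2PO4, pH 8.2.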
# G9a block = G9a (human) methyltransferase inhibition | G9a H3K9 monomethylation, AlphaScreen, 2 h | Potency, µM (highest dose often 102 µM), without a hit: at the highest dose activity, negative = inhibition, actives largely listed as inhibitors | 8.8% of 350,000 active; note: potency is the fitted concentration of half-maximal effect; % is set by controls: 0 for no effect and ±100 for the full control effect; nearly all actives have a fitted effect of over 75% in size
#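 Step 1: enzyme (final 20 nM) with compound, 15 min RT. Step 2: substrate peptide 500 nM and SAM 20 uM, 2 h RT. Step 3: anti-H3K9me1 antibody and AlphaScreen beads, 10 min, then plate read.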
# JMJD2A Tudor inh = JMJD2A Tudor domain (human) inhibition; O75164; AlphaScreen JMJD2A-Tudor / H3K4me3 peptide binding; Potency, µM (series often up to 114 µM), inactives show at the highest dose activity change, negative = inhibition, most hits filed as inhibitors; 4.4% of 390,000 active; note: potency is the fitted concentration of half-maximal effect; % is set by controls: 0 for no effect and ±100 for the full control effect; nearly all actives have a fitted effect of over 50% in size
# PI4K2A block = blocks human PI4K2A kinase activity; Q9BTU6; 0.13% of 420,000 active; purified PI4K2A, ADP-Glo luminescence, 1 h; stronger effect = lower value; activity change, negative = inhibition, % at 76.9 µM; AID 1346378; in the data active = activity change below about -50%; inconclusive = mostly about -30% to -49%;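 note: -100% = wells without enzyme as full effect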
#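 PI4K2A activity was measured by ADP-Glo luminescence: enzyme (4 ug/mL stock) and phosphatidylinositol (1.2 mM stock) in Tris pH 7.5/MgCl2/EGTA/Triton X-100 buffer were reacted with ATP (300 microM stock) for one hour at ambient temperature.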
# Pin1 inh = human Pin1 inhibition | Q13526 | Pin1 FP peptide displacement, HiFluor488, 10 min | Potency, µM (top dose mostly 115 µM), for inactives: top-dose activity, negative = inhibition, most hits filed as inhibitors | 0.009% of 390,000 active | AID 504891; active = well fitted inhibition curve with a large enough effect in the polarisation, with a control signal flat, not every such curve was filed as active; inconclusive = small, poorly fitted or top-dose-only effect, or effect the other way, or a change in a side signal; inactive = no such curve, though single readings can be large or run the other way; the % refers to the polarisation; note: potency is the fitted concentration of half-maximal effect; % is set by controls: 0 for no effect and ±100 for the full control effect
# Pol eta inh = blocks human DNA polymerase eta activity; Potency, µM (titrated, usually from 114 µM), for the others: at the highest dose activity change, negative = inhibition, hits mostly inhibitors; Q9Y253; recombinant Pol eta, fluorescent DNA replication assay; AID 588591; 1.2% of 390,000 active; note: potency is the fitted concentration of half-maximal effect; % is set by controls: 0 for no effect and ±100 for the full control effect
#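 Pol eta (10 nM) was preincubated with compounds for 15 min at room temperature, after which fluorescent replication substrate (50 nM final) was added to start the reaction. Fluorescence was read kinetically at 0 and 10 min.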
# PGK inhibitor = blocks T. brucei phosphoglycerate kinase. PGK/GAPDH coupled, Kinase-Glo luminescence, 60 min. 0.043% of 380,000 active. Potency, µM (series often up to 57.5 µM), without a hit: at the top dose activity change, negative = inhibition, most hits filed as inhibitors. P07378; note: potency is the fitted concentration of half-maximal effect; % is set by controls: 0 for no effect and ±100 for the full control effect; nearly all actives have a fitted effect of over 60% in size
# Target sequence (P07378 whole entry, looked up): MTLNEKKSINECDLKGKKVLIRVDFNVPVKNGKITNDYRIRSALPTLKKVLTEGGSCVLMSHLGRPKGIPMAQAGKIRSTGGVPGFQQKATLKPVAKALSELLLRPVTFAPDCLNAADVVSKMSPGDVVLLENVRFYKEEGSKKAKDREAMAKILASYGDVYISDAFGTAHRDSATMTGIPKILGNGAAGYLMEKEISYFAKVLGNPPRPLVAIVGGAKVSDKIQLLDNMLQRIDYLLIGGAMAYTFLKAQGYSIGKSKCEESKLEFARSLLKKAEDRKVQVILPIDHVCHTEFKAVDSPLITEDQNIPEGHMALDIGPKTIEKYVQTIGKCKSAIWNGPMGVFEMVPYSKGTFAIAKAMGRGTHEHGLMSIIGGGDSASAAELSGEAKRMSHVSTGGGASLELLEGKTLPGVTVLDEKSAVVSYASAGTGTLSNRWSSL
#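 Recombinant glycosomal PGK reaction used 1,3-bisphosphoglycerate generated in-well by GAPDH (100nM final) in 100mM TEA pH 7.6, 5mM MgCl2, 0.01% Tween-20. After 60 minutes at room temperature, ATP was read by Kinase-Glo Plus luminescence end-point.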
# An asterisk follows results filed as active; i = inactive; ? = inconclusive; . = not tested or not shown; & = joins results of further samples; [ ] = remark or other dose. Unless noted, calls come from the whole dose curve; as a rule, active = well fitted curve in the direction sought with a large enough effect; inconclusive = small, poorly fitted or top-dose-only effect, or another doubt; inactive = no such curve, though single readings can be large; an effect the other way counts as inactive or inconclusive. A portion of the library; rates above refer to the full screens.
GLS inhibitor	JMJD2A Tudor inh	Pin1 inh	G9a block	PI4K2A block	PGK inhibitor	BAZ2B inh	Pol eta inh	HP1b chromo inh	Molecule
-3.9%	.	.	.	-8.2	-0.8%	.	-8.7%	.	N#CCCn1cc(C(=O)CN2C(=O)NC3(CCc4ccccc43)C2=O)c2ccccc21 (stereo not drawn)
0.4%	-18.2%	-5.0%	?	1.3	i	?	0.0%	16.9%	CSc1ccc(S(=O)(=O)N2CCC(C(=O)NCc3ccccn3)CC2)cc1
3.0%	-5.5%	-2.6%	1.8%	-6.6	0.4%	-10.4%	-6.7%	21.9%	Cc1c(Cl)cccc1NC(=O)Nc1cccnc1
-1.4%	-14.6%	1.8%	36.1%[activator]	2.6	7.3%	-12.4%	-8.7%	40.3%[activator]	CC(=O)Nc1ccc(NC(=O)CSc2nncn2C)cc1
2.4%	-23.8%	20.4%	?	-2.7	i	-5.5%	0.0%	6.0%	CC(=O)c1cccc(NC(=O)C(OC(=O)/C=C/c2ccc3c(c2)OCO3)c2ccccc2)c1 (stereo not drawn)
0.4%	-3.9%	1.3%	.	-3.2	3.5%	.	-4.4%	14.1%	N#Cc1ccccc1S(=O)(=O)N1CCN(C(=O)C2CCCCC2)CC1
23.6%	14.1µM*	-1.8%	.	-7.7	3.1%	.	-12.5%	39.8µM*	CNc1ccc(N=Nc2cccc3ncccc23)cc1
33.5%	6.3%[57.1 µM]	?	?	-2.2	i	?	-0.4%	8.6%	CC(=O)c1cc2c(cc1N)OCO2
-2.8%	-20.5%	-4.3%	17.3%[59 µM]	9.5	-7.7%	?	?	11.3%	O=C(O)c1ccc(S(=O)(=O)c2ccc3c(c2)C(=O)N(Cc2ccco2)C3=O)cc1
1.8%	-4.1%	3.3%	39.8µM*	2.6	-7.0%	-0.4%	-0.2%	43.0%[activator]	Cc1ccc(S(=O)(=O)N2CC=C(C(=O)NCc3ccccc3)CC2)cc1
6.0%	2.1%	0.4%	-6.1%[59 µM]	6.3	-1.2%	3.2%	2.2%	13.5%	CCN1CN(Cc2ccco2)CNC1=S
-0.5%	-22.5%	0.2%	26.2%[59 µM]	4.4	1.9%	-2.8%	-10.0%	24.3%	Cc1cccc(Oc2ccccc2NC(=O)c2cnccn2)c1
-7.4%	-8.6%	-2.3%	10.4%	-2.4	-11.2%	-0.4%	-4.6%	10.6%	CCOC(=O)N1CCC(NC(=O)c2cc(S(=O)(=O)N3CCC4(CC3)OCCO4)ccc2F)CC1
9.2%	3.4%	-4.4%	.	0.3	1.8%	-11.7%	-12.7%	13.8%	COc1ccccc1NC(=O)/C(C#N)=C/c1ccncc1
-12.5%&1.4%	-12.1%&-18.6%	?	-35.4%[59 µM]	-4.1&-2.6	-1.4%	-8.9%&-6.4%	-14.6%	13.0%&12.2%	Cc1ccc(NC(=O)c2cc(C)nn2-c2ccccc2)cc1
3.7%	-13.5%	-0.1%	-0.8%[0.501 µM]	-0.1	8.1%	-5.9%	-5.5%	48.7%[activator]	Cc1ccc(C)c(OCC(=O)NNC(=O)c2ccc(NC(=O)C3CC3)cc2)c1

# By substructure: those above containing a halogen (two)
GLS inhibitor	JMJD2A Tudor inh	Pin1 inh	G9a block	PI4K2A block	PGK inhibitor	BAZ2B inh	Pol eta inh	HP1b chromo inh	Molecule
3.0%	-5.5%	-2.6%	1.8%	-6.6	0.4%	-10.4%	-6.7%	21.9%	Cc1c(Cl)cccc1NC(=O)Nc1cccnc1
-7.4%	-8.6%	-2.3%	10.4%	-2.4	-11.2%	-0.4%	-4.6%	10.6%	CCOC(=O)N1CCC(NC(=O)c2cc(S(=O)(=O)N3CCC4(CC3)OCCO4)ccc2F)CC1

# Further entries
GLS inhibitor	JMJD2A Tudor inh	Pin1 inh	G9a block	PI4K2A block	PGK inhibitor	BAZ2B inh	Pol eta inh	HP1b chromo inh	Molecule
?	-8.5%	6.0%	.	-0.2	-3.1%	-2.5%	-10.8%	31.7%	C/C(CC(=O)Nc1ccc(Cl)cc1C(F)(F)F)=N\NC(=O)c1cccs1
?	-30.8%	?	.	1.2	i	-2.4%	-22.9%	-22.2%	O=C1CN(c2ccccc2)C(=S)N1C(=O)c1ccc(Br)cc1
16.3%	-21.1%	0.9%	.	-2.6	9.5%	?	-6.3%	12.1%	Cc1oc(-c2cc(F)cc(F)c2)nc1CN1CCSCC1
-12.0%	-7.0%	0.3%	.	-4.0	i	?	-13.1%	22.0%	C[n+]1cccc(/C=N/NC(=O)CC23CC4CC(CC(C4)C2)C3)c1
-2.3%	7.6%	-3.2%	5.3%[59 µM]	-1.0	-3.8%	-1.3%	-18.3%	25.7%	Cc1cc(C)cc(Oc2nc3c(c(=O)n(C)c(=O)n3C)n2Cc2ccc(F)cc2)c1
-1.4%	?	4.1%	2.4%	-1.8	-2.8%	-18.6%	-10.0%	-10.2%	Cc1ccc(C2CC(=O)C(C=NCCN3CCN(C(=S)Nc4ccc(F)cc4)CC3)=C(O)C2)cc1 (stereo not drawn)
-9.8%	77.5%[activator]	7.1%	64.9%[activator][59 µM]	2.4	8.6%	85.2%[activator]	-20.2%	115.5%[activator]	O=C(CSC1CCCCC1)Nc1ccccc1Br
0.4%	0.0%	-6.4%	-8.7%	-3.0	8.5%	-6.4%	-13.5%	40.6%[activator]	CCc1nnc(NC(=O)CN2CCN(S(C)(=O)=O)CC2)s1
38.0%[activator]	-15.9%	1.8%	-41.4%[59 µM]	-7.2	-2.3%	-7.6%	0.7%	21.4%	O=C1CNC(=O)/C1=C/c1ccc(O)cc1
0.1%	-10.4%	-4.5%	?	4.0	-0.5%	-13.5%	-8.1%	30.3%	O=C(CSc1nnc(NC(=O)c2ccccc2)s1)NCC1CCCO1 (stereo not drawn)
-9.8%	1.4%	-5.9%	-5.4%[12.7 µM]	1.5	-2.2%	-1.2%	-16.4%	29.0%	Nc1nc(SCCO)[nH]c(=O)c1NC(=O)c1ccc(Br)o1
7.5%	-13.8%	-0.6%	10.1%[59 µM]	-2.8	6.6%	3.8%	-5.6%	-2.6%	COc1cccc(C(C(=O)NC2CCCC2)N(C(=O)CNC(=O)c2ccco2)c2cccnc2)c1 (stereo not drawn)
-2.6%	0.8%[57.1 µM]	6.1%	.	7.6	6.2%	3.1%	-12.6%	8.6%	O=C1OC2CC3CC1CC(O)(C3)C2 (stereo not drawn)
10.4%	0.4%	-0.3%	-9.3%[59 µM]	-1.2	2.3%	7.1%	-3.2%	48.6%[activator]	CCc1c(C)c(C#N)c2nc3ccccc3n2c1N(C)C
-7.7%	-31.8%	-5.1%	25.5%[59 µM]	-2.3	-10.2%	11.2%	-15.0%	46.0%[activator]	COc1ccccc1NC(=O)CSC1=Nc2ccccc2C2=NC(Cc3ccccc3)C(=O)N12 (stereo not drawn)
-22.4%	-23.1%	-5.2%	-4.8%[59 µM]	-0.6	6.9%	-24.7%	-12.1%	6.3%	Cc1ccc(C(=O)NCCN2C3=NC[C@H](C(C)C)N3C[C@H]2Cc2ccc(O)cc2)cc1Br
5.7%	-16.0%	-2.6%	.	-5.3	-15.9%	.	-16.1%	24.0%	COc1cccc(/C=C/C(=O)OCC(=O)NCc2ccc3c(c2)OCO3)c1
7.9%	-18.2%	-5.3%	19.2%[59 µM]	-1.8	-13.7%	6.0%	-8.0%	29.9%	CC(C)NC(=O)CSc1nnc(-c2ccncc2)n1-c1ccccc1
5.8%	4.8%	-4.0%	-20.5%	-2.6	-0.4%	-1.5%	2.6%	15.8%	CC1(C2CC2)NC(=O)N(CC(=O)Nc2ccccc2F)C1=O (stereo not drawn)
26.5%	-27.5%	-5.1%	-24.7%	3.1	-5.6%	?	39.8µM*	-5.6%	O=C(N/N=C/c1ccccc1C(=O)O)c1ccc(COc2cccc3cccnc23)cc1
0.4%	-34.8%	8.3%	-15.0%[2.33 µM]	5.9	-2.1%	?	-14.8%	-14.6%	COc1ccc(NC(=O)c2ccc(COc3ccccc3Br)o2)cc1OC
-11.9%	-31.8%	-3.5%	0.2%	0.5	-4.2%	.	-16.1%	19.5%	Nc1cc(S(=O)(=O)N2CCCCC2)ccc1Oc1ccc(Cl)cc1
-8.8%	-30.0%	1.8%	2.1%[59 µM]	0.9	17.1%	?	-3.0%	-21.0%	CC(C)(C)C(=O)N1CCN(c2ccc(Cl)cc2[N+](=O)[O-])CC1
2.8%	?	-9.2%	-29.9%[12.7 µM]	-0.9	-7.9%	44.7µM*	-15.6%	?	Cc1nc2cc(NCc3nc4ccccc4n3Cc3ccccc3)ccc2n1C
2.6%	-5.4%	1.8%	13.5%[12.7 µM]	-0.2	-1.3%	7.0%	0.7%	16.6%	COC(=O)c1cscc1NC(C)=O
-0.5%	88.6%[activator]	-0.2%	21.4%[0.501 µM]	-2.9	i	152.6%[activator]	-16.5%	131.0%[activator]	CC[C@@]1(c2ccccc2OC)ON(c2ccccc2C(F)(F)F)C1=O
0.5%	-12.8%	0.9%	10.4%[59 µM]	18.5	i	-32.2%	-13.4%	19.0%	O=C(Nc1ccc2cn[nH]c2c1)c1ccc(Cl)c(S(=O)(=O)N2CCOCC2)c1
-2.8%	-2.8%	-10.2%	28.5%	-8.3	3.2%	4.8%	-2.6%	17.5%	O=C(NCc1ccccc1)C1CCN(S(=O)(=O)c2ccc(N3CCCC3=O)cc2)CC1
-4.8%	?	-7.5%	8.91µM*	-5.6	1.1%	?	-4.1%	49.4%[activator]	C[C@H](N)c1nnc(SCC(=O)N(C)C)o1

# Screening results as filed in PubChem BioAssay.
